TPT1 inhibitor: C. albicans TPT1 enzyme inhibition; recombinant caTPT1, FP RNA substrate dephosphorylation; inhibition, % at 5 µM; AID 1962; 300,000 compounds, 0.81% hits;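 active = inhibition above the mean of all tested compounds plus 3 SD, set per screening campaign, cut at about 24% in these data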;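 note: plate controls were DMSO alone for no effect and ferristatin control at 100 nM for full effect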
HCV core dimer: HCV core protein dimerization inhibition. TR-FRET GST/Flag-core106 dimerization, 1536-well. inhibition, % at 5 µM. 300,000 compounds, 0.33% hits. AID 1899;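 active = inhibition above the mean of all tested compounds plus 3 SD, set per screening campaign, cut at about 45% in these data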
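Material: GST/Flag-tagged HCV core106 proteins. Incubation: 4 h, 22.5 °C incubation. Read-out basis: inhibition (%) from 671 over 617 nm ratio. Measured by: TR-FRET, excitation 340 nm, emission 617 and 671 nm.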
PREPL inhibitor: human PREPL enzyme inhibition; Q4J6C6; recombinant PREPL, fluorescence polarization activity-based probe; inhibition, % at 5.96 µM; 320,000 compounds, 0.68% hits; AID 2751; in the data active = inhibition above about 43%;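 note: 0% = enzyme with DMSO and 100% = wells lacking enzyme; many of its hits are not listed in these tables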
Target sequence (Q4J6C6 whole entry, looked up): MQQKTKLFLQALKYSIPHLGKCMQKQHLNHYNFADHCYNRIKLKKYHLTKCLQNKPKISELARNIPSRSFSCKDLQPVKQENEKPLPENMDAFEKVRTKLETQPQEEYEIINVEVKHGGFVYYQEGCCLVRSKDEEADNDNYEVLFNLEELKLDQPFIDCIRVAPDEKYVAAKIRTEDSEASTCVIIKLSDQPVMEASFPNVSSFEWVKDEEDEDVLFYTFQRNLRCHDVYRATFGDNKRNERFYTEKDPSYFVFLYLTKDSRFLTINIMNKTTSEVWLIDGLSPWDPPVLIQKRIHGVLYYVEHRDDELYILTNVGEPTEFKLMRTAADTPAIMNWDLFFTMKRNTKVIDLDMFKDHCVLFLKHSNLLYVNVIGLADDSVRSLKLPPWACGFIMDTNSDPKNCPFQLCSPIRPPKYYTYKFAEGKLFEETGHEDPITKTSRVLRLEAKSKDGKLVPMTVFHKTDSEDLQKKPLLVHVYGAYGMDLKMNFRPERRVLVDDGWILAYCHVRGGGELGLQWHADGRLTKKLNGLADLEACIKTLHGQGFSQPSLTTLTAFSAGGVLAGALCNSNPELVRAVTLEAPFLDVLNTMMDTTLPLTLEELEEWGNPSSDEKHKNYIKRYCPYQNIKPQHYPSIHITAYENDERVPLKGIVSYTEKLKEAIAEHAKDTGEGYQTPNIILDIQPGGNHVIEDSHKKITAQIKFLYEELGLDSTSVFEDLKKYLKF
LYPLA2 counter: counter-screen for PME1 inhibitors: inhibitors of human LYPLA2 | recombinant LYPLA2, FP-Rh probe fluorescence polarization | inhibition, % at 5.9 µM | 320,000 compounds, 0.38% hits | AID 2177;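 active = inhibition above the screen-wide mean plus 3 SD, limit set per campaign, cut at about 26% in these data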;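 note: 0% = LYPLA2 with DMSO and 100% = wells lacking LYPLA2 enzyme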
Target sequence (O95372 whole entry, looked up): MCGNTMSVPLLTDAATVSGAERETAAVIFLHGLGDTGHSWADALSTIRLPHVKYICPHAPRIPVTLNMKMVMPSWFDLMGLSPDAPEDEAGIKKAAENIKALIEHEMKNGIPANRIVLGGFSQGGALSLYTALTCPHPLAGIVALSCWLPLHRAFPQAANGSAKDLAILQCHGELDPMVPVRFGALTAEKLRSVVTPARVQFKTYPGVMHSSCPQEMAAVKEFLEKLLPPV
PP1 counter: blocks human PP1-alpha phosphatase, a PP5 counter-screen. P62136. inhibition, % at 6.7 µM. purified PP1alpha, OMFP fluorescence. AID 2235. 320,000 compounds, 0.9% hits;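 active = inhibition above the mean inhibition of all tested compounds plus 3 SD, computed separately for each screening campaign, cut at about 15% in these data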
Efflux pump mplx: antifungal efflux pump inhibition, Nile Red retention | S. cerevisiae Candida pump triplex | inhibition, % at 10 µM | 330,000 compounds, 0.44% hits | AID 485275;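 active = plate passing quality check with inhibition over a set limit, or well fluorescence over plate mean plus 4 SD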;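 note: Nile Red retained in pooled yeast measured as flow cytometry median fluorescence; 0% = buffer negative control and 100% = Enniatin B positive control; higher means more Nile Red kept so more efflux inhibition; some compounds called inactive have numbers as strong as hits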
GASC-1 inh: inhibitors of human GASC-1 (JMJD2C) demethylase; inhibition, % at 2.35 µM; 330,000 compounds, 0.069% hits; GST-JMJD2C(1-420) H3K9me3 demethylation, DELFIA europium; Q9H3R0;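 active = more than half of a compound's replicate wells show inhibition beyond 50%, single wells judged on their own value; inconclusive = some, but no more than half, of replicates pass 50% inhibition; inactive = no replicate passes 50% inhibition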;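 note: signal counts dimethyl H3K9 product captured on neutravidin plate; 0% = median of DMSO wells and 100% = 0.3 times that DMSO median; strong numbers were not always called active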
PP5 inh: inhibitors of human protein phosphatase 5 (PP5); P53041; purified PP5c, OMFP substrate fluorescence; inhibition, % at 6.7 µM; 320,000 compounds, 0.18% hits;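 active = inhibition above the campaign's mean inhibition across all tested compounds plus 3 SD, cut at about 9.5% in these data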;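 note: 0% = DMSO only and 100% = 100 µM cantharidin control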
Fh CTSL1 inh: counter-screen for PFM18AAP inhibitors: inhibitors of F. hepatica cathepsin L1; recombinant F. hepatica cathepsin L1, Z-Leu-Arg-MCA fluorescence; inhibition, % at 5.96 µM; 300,000 compounds, 0.49% hits; AID 1906;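 active = inhibition above the mean of all tested compounds plus 3 SD, set per screening campaign, cut at about 17% in these data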;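 note: 0% = plate median of test compound wells and 100% = 1 µM Z-Phe-Ala-diazomethylketone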
Active calls of the source: *; i = inactive; ? = inconclusive; . = no result given. The list is partial; count on the stated rates, not on these rows.

Values in the order – HCV core dimer	PREPL inhibitor	LYPLA2 counter	Efflux pump mplx	Fh CTSL1 inh	PP5 inh	TPT1 inhibitor	GASC-1 inh	PP1 counter
COc1ccc(NC(=O)CSc2nncs2)cc1S(N)(=O)=O
    1	19	4	0.1	-1	-0.1	0	0	-8
CC(=O)N1c2ccc(S(=O)(=O)NCCC(=O)Nc3ccc(F)cc3)cc2CC1C (configuration not stated)
    6	-7	-5	0.0	-1	1.8	0	1	-3
CCCOC(=O)c1ccc(NC(=O)c2cc(OC)c(OC)c(OC)c2Br)cc1
    0	-9	-1	0.2	-1	6.6	0	3	-1
Cc1sc2nc(-c3ccccc3)oc(=O)c2c1C
    4	2	-2	-0.1	-3	-1.8	-3	-12	-2
O=C(NCc1cn2ccsc2n1)c1cccc(C(F)(F)F)c1
    2	-1	-5	0.0	-1	2.0	-3	1	0
CC1c2nc3ccccc3n2C(CC(=O)NCc2ccccn2)C(=O)N1Cc1ccccc1 (configuration not stated)
    0	0	8	3.6	-1	0.2	-2	8	-3
O=C(CNC(=O)c1ccc2c(c1)OCCO2)N/N=C/c1ccc(O)cc1O
    -13	9	-3	0.1	0	1.0	1	-4	2
CCS(=O)(=O)Nc1ccc(-c2nc3cccnc3s2)cc1
    9	4	1	-0.1	9	-1.3	4	-5	-1
CC(C)C(C(=O)NC(C)(C)C)N(CCN1CCOCC1)C(=O)CNS(=O)(=O)c1ccccc1 (configuration not stated)
    -9	7	-1	-0.6	5	0.0	-2	-7	0
CN1CCN(CCCCOc2cccc3ccccc23)CC1
    3	7	-2	0.3	4	-0.6	-1	4	-2
COc1ccc(CNCc2ccc(F)cc2)c(OC)c1
    -2	-4	-8	-0.1	3	3.4	1	3	-1
O=c1c2[nH]c3cccc(Cl)c3c2ncn1CC1CCCO1 (configuration not stated)
    -4	3	-1	0.0	2	0.1	2	5	1
O=C(Nc1ccccn1)C1COc2ccccc2O1 (configuration not stated)
    -2	-2	-3	0.1	1	0.3	-3	-6	3
CCNS(=O)(=O)c1ccc(CCC(=O)N2CCCC2)cc1
    -14	7	-3	-0.1	-1	-0.7	-4	-1	-2
COc1ccc(CNc2ncc(-c3ccc(F)cc3)n2C)cc1OC
    -1	4	-3	0.2	-4	2.6	0	-4	2
CCNC(=O)O/N=C1\CCCCC1c1ccc([N+](=O)[O-])cc1[N+](=O)[O-] (configuration not stated)
    4	19	-1	-0.2	-1	0.6	-3	-1	1
CS(=O)(=O)N(CC(=O)Nc1cc(Cl)ccc1Cl)c1ccccc1
    -1	8	-1	0.2	0	2.5	-2	1	-2
COc1ccc(CCN2C(=O)c3ccncc3C2=O)cc1OC
    6	0	4	0.0	1	2.7	-1	0	-2
Cc1ccccc1OCC(=O)Nn1c(COc2ccccc2)nc2ccccc2c1=O
    5	-9	0	0.0	1	-1.0	0	17	3
Fc1cccc(-n2c(-c3ccco3)nc3nc4ccccc4nc32)c1
    2	-3	-8	0.1	0	-1.7	6	-5	-4
Cc1sc(NC(=O)c2oc3ccccc3c2C)c(C#N)c1C
    6	9	2	0.1	1	-1.7	0	0	-2
CC(C)(C)n1nc2c(c1NC(=O)c1cc3ccccc3o1)CSC2
    24	-8	18	0.0	2	-0.3	1	3	8
CCOc1ccc(C(=O)N2CCCC(c3nc(-c4ccc(C)o4)no3)C2)cc1 (configuration not stated)
    5	-2	2	0.3	1	2.5	1	6	0
O=C(Nc1ccc(Cl)cc1)Nc1nnc(CSCc2ccc(Cl)cc2)s1
    9	3	-3	0.3	6	-0.4	-1	1	-4
CSc1nc2[nH]c3c(c2c2nncn12)CC(C)(C)OC3
    6	-1	-5	0.0	0	3.8	-2	-2	-4
COc1ccc(NC(=O)C2=C(C)Nc3nc(CCCO)nn3C2c2ccc(OC)c(OC)c2)cc1 (configuration not stated)
    -10	17	15	-0.1	1	-1.1	-3	-3	0
COc1ccc(C)cc1NC(=O)COC(=O)c1ccccc1SCC(=O)N1CCCC1
    -1	20	0	0.0	-6	0.4	0	?	-1
O=C(COc1ccc(Cl)cc1)Nc1ccc2[nH]ncc2c1
    6	8	1	-0.1	4	2.2	-3	1	-2
Cc1ccc2oc(=O)n(Cc3ccc(F)cc3)c2c1
    3	-6	3	0.0	2	-0.2	1	10	0
CC(=O)NCCOc1ccc2oc3ccccc3c2c1
    6	-2	6	0.0	0	0.3	-9	-1	1
COc1ccc(CNCc2cccn2C)cc1
    -9	12	1	-0.1	9	-0.4	-2	i	2
COc1ccnc(N2CCN(c3ccc(Cl)cc3)CC2)c1C#N
    6	20	-1	0.2	-5	2.1	2	-8	1
NS(=O)(=O)c1cccc(NC(=O)COC(=O)CNC(=O)c2ccc(-c3ccccc3)cc2)c1
    .	-23	-23	0.1	.	3.4	.	-3	-1
CC(=O)NC1C(=O)N(C)c2ccc(Br)cc21 (configuration not stated)
    0	15	3	0.0	-2	3.6	3	7	-1
CC(=O)Nc1cccc(C(=O)N/N=C/c2ccccc2F)c1
    -1	0	-1	0.0	-6	0.8	0	5	0
FC(F)(F)c1nnc2ccc(NCc3ccccc3)nn12
    0	-4	-3	0.0	0	2.4	-4	-6	0
COc1cc(OC)c(NS(=O)(=O)c2ccc(Cl)c(C(=O)OC(C)C(=O)N3CCCC3)c2)cc1Cl (configuration not stated)
    1	14	7	7.6*	6	1.8	0	3	0
O=C(Nc1cccnc1)c1ccc(C(=O)Nc2cccnc2)cc1
    -3	0	1	0.1	-2	-2.0	-3	-12	0
Cc1ccc(NC(=O)c2nc[nH]c2C(=O)N[C@@H](CCCCNC(=O)OC(C)(C)C)C(=O)OC(C)(C)C)cc1
    0	15	-38	0.1	6	5.8	-6	-3	6
CCOC(=O)c1cn(-c2c(Cl)cccc2Cl)c2cc(Cl)c([N+](=O)[O-])cc2c1=O
    25	23	7	-0.1	2	4.4	2	-10	6
COc1ccccc1C1C2=C(N=c3s/c(=C/c4cccc(OCC(=O)O)c4)c(=O)n31)c1ccccc1CC2 (configuration not stated)
    34	4	-17	0.0	-1	3.4	9	13	20*
CCC12CN3CCN(CC(C3)/C1=N\NC(=O)c1ccc(Cl)cc1)C2
    -6	8	8	-0.3	-1	-1.3	1	6	-2
O=C(CSc1ccccc1)N/N=C/c1ccccc1O
    1	-39	13	-0.2	4	0.6	-9	5	1
COc1ccc(C)cc1NC(=O)NC1CCN(Cc2ccccc2)CC1
    0	9	6	-0.1	-3	-0.3	-3	-4	2
CCN(CC)CCNCc1cc(Cl)ccc1OCc1ccccc1F
    2	5	7	0.0	-1	-0.5	1	-3	-1
C=CCOc1ccc(/C=N/O)cc1Cl
    -8	1	-2	1.8	-2	2.3	-4	-4	-3
CCC(=O)NC(NCC1CCCO1)C(Cl)(Cl)Cl (configuration not stated)
    -7	4	1	-0.1	1	-0.3	-2	3	1
COc1cccc(CNC(=O)C2CCN(S(=O)(=O)N3CCCCC3)CC2)c1
    -5	18	4	0.0	0	2.0	0	2	4
O=C(Nc1cc(Cl)ncn1)c1ccccc1
    5	1	-3	0.3	-6	2.9	-2	-6	1
Clc1ccc(-n2ncc3c(NCC4CCCO4)ncnc32)cc1 (configuration not stated)
    -30	6	2	0.0	15	3.1	0	2	-6

(cont.)
Values in the order – HCV core dimer	PREPL inhibitor	LYPLA2 counter	Efflux pump mplx	Fh CTSL1 inh	PP5 inh	TPT1 inhibitor	GASC-1 inh	PP1 counter
COc1ccc(CC(=O)Nc2sc3c(c2C(N)=O)CCCC3)cc1OC
    -1	-7	-8	0.1	-1	1.9	1	-8	5
Cc1ccccc1-n1nc(C)c2cc(C(=O)NC3CC3)sc21
    2	12	2	0.3	1	1.6	-1	2	-1
CCOC(=O)c1c(C)[nH]c(NC(=O)Nc2c(C)n(C)n(-c3ccccc3)c2=O)c1C
    -11	10	-7	0.1	-1	-2.8	0	3	-6
Cc1nnc(Nc2ccccc2F)s1
    -4	-12	0	0.0	-11	-0.7	-3	44	-8
COCCN(C(=O)COC(=O)COc1ccc(Cl)c(C)c1)c1c(N)n(Cc2ccccc2)c(=O)[nH]c1=O
    0	8	1	0.0	-6	2.1	3	-2	0
O=C(Cn1nc2ccccc2n1)N/N=C/c1ccc(F)cc1
    1	2	4	0.0	2	-0.9	2	9	-4
O=C(CCN1CCN(c2ccccc2)CC1)Nc1ccc(OCc2ccccc2)cc1
    1	3	7	-0.1	-3	0.7	-6	1	3
COc1ccccc1C(=O)Nc1ccc(CN2CCCCC2)cc1
    -1	-10	11	0.1	-4	0.2	3	6	-4
CCOCCCNC(=O)CCN1C(=O)c2ccccc2Sc2ncccc21
    -6	2	1	0.1	2	1.0	1	5	-3
COC(=O)c1ccc2c(c1)C(C)(C)C(/C=C/c1ccc(OC)c(OC)c1OC)=[N+]2C
    6	-468	-209	0.2	-1	1.1	2	6	8
CCc1ccc(OC)c(-c2csc(N)n2)c1
    0	3	-7	0.0	-3	-0.3	-2	24	0
Cc1ccc(Cl)cc1N1CCN(CC(=O)NC2CCCc3ccccc32)CC1 (configuration not stated)
    7	12	-5	0.1	0	1.6	0	-6	4
CCN(CC(=O)NCc1cccs1)C(=O)/C=C/c1cccc(OC)c1OC
    -4	5	7	0.0	2	-1.0	-5	7	-5
COc1ccc(OC)c(NC(=O)c2cc3ccccc3cc2OC)c1
    2	12	5	-0.1	0	2.1	-2	8	0
COc1ccc(/C=N/NC(=O)c2cc(C34CC5CC(CC(C5)C3)C4)[nH]n2)cc1OC
    10	4	-26	-0.2	6	2.4	-4	2	8
Cn1c2ccccc2c2cnn(CC(=O)Nc3cccc(F)c3)c(=O)c21
    1	3	-38	-0.1	0	0.5	-3	-12	6
CC1CCN(C(=O)CSc2ccc(-c3cccnc3)nn2)CC1
    -2	3	-6	0.4	-4	0.7	4	-1	-3
COc1ccc2c(c1OC)C(=O)OC2Nc1nc(-c2ccc(-c3ccccc3)cc2)cs1 (configuration not stated)
    9	22	2	0.0	5	3.1	1	6	1
COc1ccc(-c2oc3ccccc3c2C(=O)OCc2ccccc2)cc1
    -5	-7	-5	0.0	3	0.8	-1	-19	15
Cn1c(NCc2c(O)ccc3ccccc23)nc2ccccc21
    -2	-1	8	-0.2	-6	3.9	-6	7	4
COc1ccc(C(C)=O)cc1CSc1nnc(-c2ccc(Cl)cc2)n1-c1ccccc1
    12	-4	3	-0.1	-5	0.3	-1	-31	3
Cc1ccc(S(=O)(=O)Nc2nc3ccccc3nc2NCC2CCCO2)c(C)c1 (configuration not stated)
    6	-6	3	0.0	-1	0.9	0	8	2

3 entries from above, sorted by formula weight, rising:
Values in the order – HCV core dimer	PREPL inhibitor	LYPLA2 counter	Efflux pump mplx	Fh CTSL1 inh	PP5 inh	TPT1 inhibitor	GASC-1 inh	PP1 counter
COc1ccc(OC)c(NC(=O)c2cc3ccccc3cc2OC)c1
    2	12	5	-0.1	0	2.1	-2	8	0
CCN(CC(=O)NCc1cccs1)C(=O)/C=C/c1cccc(OC)c1OC
    -4	5	7	0.0	2	-1.0	-5	7	-5
Cc1ccc(S(=O)(=O)Nc2nc3ccccc3nc2NCC2CCCO2)c(C)c1 (configuration not stated)
    6	-6	3	0.0	-1	0.9	0	8	2
